Autophagy HCS = autophagy modulators in MEF cells, primary screen, imaging, high-content, MEF GFP-LC3; MEF GFP-LC3 puncta imaging; test concentration mostly 10 µM; calls only at 10 µM (by protocol); actives 0.98% (n = 190,000); AID 463193, 2010;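 active means percentage of spot-positive cells more than 3 SD above its plate mean, without a fluorescence outlier flag or 80% toxicity; inconclusive means no clear call, values can overlap the other calls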;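 further: spot-positive cell cutoff set from DMSO-treated cells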
LYP inhibition = inhibitors of LYP phosphatase, biochemical, fluorescence intensity, uHTS (AID 1779); actives 0.054% (n = 290,000); inhibition, % at 11.5 µM, or IC50 in µM where a hit was titrated; Tyrosine-protein phosphatase non-receptor type 22 (Homo sapiens); recombinant LYP phosphatase, fluorescence intensity; higher % means a stronger effect; in the data active means inhibition above about 50%;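 further: plate controls were vehicle with enzyme for no effect and no enzyme for full effect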
NS5 inhibitors = Dengue-2 NS5 methyltransferase inhibitors, primary screen, biochemical, confirmation dose response (AID 588689) | Genome polyprotein (Dengue virus type 2 (strain 16681-PDK53)) | Dengue-2 NS5 methyltransferase capping enzyme assay, biochemical; higher % means a stronger effect | inhibition, % at 25 µM, or IC50 in µM where a hit was titrated | actives 0.3% (n = 340,000); in the data active means a potency from the dose series; inconclusive means inhibition above about 29% without an active follow-up result
RSV antiviral HEp-2 = RSV antiviral activity via CPE protection, HEp-2 cells, primary 10 µM value included (AID 2391) | HEp-2 cells, RSV-induced CPE inhibition; higher % means a stronger effect | CPE inhibition, % at 10 µM, or IC50 in µM where a hit was titrated | actives 0.13% (n = 310,000); in the data active means a potency from the dose series; inconclusive means CPE inhibition mostly from about 23% at the one dose, without a potency; inactive means the rest, 99 in 100 with CPE inhibition below about 21%; further: strong numbers were not always called active
UTI89 phage lysis = inhibition of K1F phage lysis, E. coli UTI89, bacterial capsule biogenesis inhibitors, alamar blue (AID 488966); E. coli UTI89 K1F phage lysis, alamar blue, 2 h; higher % means a stronger effect; one-dose inhibition, % at 100 µM; IC50 in µM for titrated hits; actives 0.02% (n = 340,000);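 active means phage lysis inhibition, versus mean bacterial control, above a set limit; inconclusive means no clear call, values can overlap the other calls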;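 further: capsule biogenesis inhibitors block K1F phage lysis so surviving cells raise fluorescence; higher fluorescence means more inhibition of phage lysis; actives were called in the ten point dose series up to 300 µM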
NTR1 agonist = agonists of NTR1, primary screen, imaging, U2OS cells, beta-arrestin-GFP, high content (AID 493036) | Neurotensin receptor type 1 (Homo sapiens), P30989 | NTR1-U2OS beta-arrestin-GFP spot imaging, agonist mode | activation, % at 20 µM | actives 0.17% (n = 330,000);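 active means activation at or above 40% of the spot to cytoplasm intensity ratio, with at least 20 cells analyzed; inconclusive means wells under 20 cells, flagged as cytotoxic or low count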;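 further: 0% = DMSO without peptide and 100% = 100 nM NTR1 peptide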
Target sequence (P30989 whole entry, looked up): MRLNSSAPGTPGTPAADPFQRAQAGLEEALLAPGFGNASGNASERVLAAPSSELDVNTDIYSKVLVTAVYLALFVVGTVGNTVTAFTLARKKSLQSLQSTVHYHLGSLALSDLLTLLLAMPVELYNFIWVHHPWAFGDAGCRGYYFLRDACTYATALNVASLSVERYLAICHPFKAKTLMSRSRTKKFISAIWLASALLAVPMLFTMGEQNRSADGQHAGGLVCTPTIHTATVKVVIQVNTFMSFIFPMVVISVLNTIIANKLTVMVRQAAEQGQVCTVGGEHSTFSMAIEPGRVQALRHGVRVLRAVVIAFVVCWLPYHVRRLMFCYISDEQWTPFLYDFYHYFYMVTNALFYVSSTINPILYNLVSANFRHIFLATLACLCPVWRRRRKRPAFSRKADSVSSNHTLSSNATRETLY
GPR35 antagonists = GPR35 antagonists blocking zaprinast-driven arrestin recruitment, primary screen, imaging, U2OS, beta-arrestin-GFP, zaprinast agonist (AID 2058); G-protein coupled receptor 35 (Homo sapiens); U2OS GPR35 beta-arrestin-GFP translocation imaging, zaprinast antagonism; higher % means a stronger effect; inhibition, % at 10 µM; hits with a dose series show IC50 in µM; actives 0.052% (n = 290,000);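 active means inhibition of at least 50% with at least 30 cells and total cytoplasm GFP at most 10,000,000; inconclusive means under 30 cells or total GFP of 10,000,000 plus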
AID2073 = inhibitors of Mint1-CaV2.2 protein interaction, biochemical, HTRF (AID 2073). Voltage-dependent N-type calcium channel subunit alpha-1B (Homo sapiens). HTRF protein-protein interaction, Mint1-CaV2.2; higher % means a stronger effect. inhibition, % at 20 µM; hits with a dose series show IC50 in µM. actives 0.19% (n = 290,000); in the data active means inhibition mostly above about 51%, no sharp cut-off; inconclusive means no clear call, values can overlap the other calls; inactive means mostly below about 53%; further: some results filed as inactive read as strong as hits
WT yeast gro inh = growth inhibition of WT strain, primary screen, mitochondrial fusion inhibitor project, WT and mutant strains, chemical genetic; mitochondrial fusion phenotypic screen; inhibition, % at 10 µM; actives 2.1% (n = 190,000); AID 1362, 2008; in the data active means inhibition above about 58%; tested in S. cerevisiae
WT yeast gro inh mutant strain = further read-out of WT yeast gro inh, marked with its call; inhibition, %; mitochondrial fusion phenotypic screen, mutant strain inhibition
Autophagy HCS cell loss 18 h = also measured in Autophagy HCS; calls as there; toxicity, %; measured here: cell loss, nuclei count;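 cell loss after 18 h compound exposure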
NTR1 agonist cell count 20 µM = recorded beside NTR1 agonist, whose call it bears; cell count; measured here: cell count, cytotoxicity flag
Starred values were filed as active, the others as inactive; [ ] = dose if it differs, or a comment.

How did Cc1ccc(S(=O)(=O)NC2CCCCC2)c2nsnc12 do in these assays?
Autophagy HCS: inactive; LYP inhibition: -1%; NS5 inhibitors: -7%; RSV antiviral HEp-2: 0.6%; UTI89 phage lysis: 1.9%; NTR1 agonist: 0.4; GPR35 antagonists: 18%; AID2073: -18%; WT yeast gro inh: -8; WT yeast gro inh mutant strain: -15; Autophagy HCS cell loss 18 h: 13; NTR1 agonist cell count 20 µM: 45

How did CCOc1ccc(CNC(=O)Cn2ccc3cc(S(=O)(=O)N4CCCCCC4)ccc32)cc1 do in these assays?
LYP inhibition: -6%; NS5 inhibitors: -21%; RSV antiviral HEp-2: -0.1%; UTI89 phage lysis: 0.3%; NTR1 agonist: -0.1; GPR35 antagonists: 10%; AID2073: 20%; NTR1 agonist cell count 20 µM: 59

How did CN(Cc1ccccn1)Cc1nc(-c2ccc(Cl)cc2)no1 do in these assays?
Autophagy HCS: inactive; LYP inhibition: -6%; NS5 inhibitors: -13%; RSV antiviral HEp-2: 0.9%; UTI89 phage lysis: 0.6%; NTR1 agonist: -0.6; GPR35 antagonists: 2%; AID2073: 3%; WT yeast gro inh: 23; WT yeast gro inh mutant strain: 7; Autophagy HCS cell loss 18 h: -5; NTR1 agonist cell count 20 µM: 42

Results for CN(C)c1ccc(/C=C/C(=O)c2ccc(O)cc2)cc1[N+](=O)[O-] ?
LYP inhibition: -2%; NS5 inhibitors: 15%; RSV antiviral HEp-2: -1.5%; UTI89 phage lysis: 0.3%; NTR1 agonist: 22; GPR35 antagonists: 18%; AID2073: -12%; NTR1 agonist cell count 20 µM: 56

How did COc1ccc(/C=C/C(=O)c2cc3cccc(OC)c3oc2=O)cc1 do in these assays?
Autophagy HCS: inactive; LYP inhibition: 3%; NS5 inhibitors: -5%; RSV antiviral HEp-2: 5.1%; UTI89 phage lysis: 0.1%; NTR1 agonist: 2.7; GPR35 antagonists: 7%; AID2073: 31%; WT yeast gro inh: -7; WT yeast gro inh mutant strain: -11; Autophagy HCS cell loss 18 h: -5; NTR1 agonist cell count 20 µM: 64

Results for O=C1CN(C(=O)/C=C/c2ccc(Cl)cc2)c2ccccc2N1 ?
Autophagy HCS: inactive; LYP inhibition: 1%; NS5 inhibitors: -7%; RSV antiviral HEp-2: -1.2%; UTI89 phage lysis: 1.1%; NTR1 agonist: 1.2; GPR35 antagonists: -7%; AID2073: 18%; WT yeast gro inh: 25; WT yeast gro inh mutant strain: 18; Autophagy HCS cell loss 18 h: 20; NTR1 agonist cell count 20 µM: 26

How did Cn1nc(C(=O)OCC(=O)Nc2sccc2C(N)=O)c2ccccc2c1=O do in these assays?
LYP inhibition: -11%; NS5 inhibitors: -1%; RSV antiviral HEp-2: 0.9%; UTI89 phage lysis: -0.1%; NTR1 agonist: 5.8; GPR35 antagonists: 14%; AID2073: 20%; NTR1 agonist cell count 20 µM: 48

Results for Cc1[nH]n(C(C)(C)C)c(=O)c1Sc1ccccc1 ?
Autophagy HCS: inactive; LYP inhibition: -7%; NS5 inhibitors: -12%; RSV antiviral HEp-2: 1.9%; UTI89 phage lysis: 0.3%; NTR1 agonist: -1.2; GPR35 antagonists: 30%; AID2073: -23%; WT yeast gro inh: 17; WT yeast gro inh mutant strain: -6; Autophagy HCS cell loss 18 h: 0; NTR1 agonist cell count 20 µM: 77

How did O=C(NCc1ccco1)c1ccc2c(=O)n(-c3ccccc3)c(=S)[nH]c2c1 do in these assays?
Autophagy HCS: inactive; LYP inhibition: -5%; NS5 inhibitors: 6%; RSV antiviral HEp-2: 0.0%; UTI89 phage lysis: -0.1%; NTR1 agonist: -0.1; GPR35 antagonists: 11%; AID2073: 1%; WT yeast gro inh: 8; WT yeast gro inh mutant strain: 2; Autophagy HCS cell loss 18 h: 8; NTR1 agonist cell count 20 µM: 89

How did O=S(=O)(NCc1cn2ccsc2n1)c1cccs1 do in these assays?
Autophagy HCS: inactive; LYP inhibition: -2%; NS5 inhibitors: -3%; RSV antiviral HEp-2: 0.2%; UTI89 phage lysis: 0.9%; NTR1 agonist: -1.6; GPR35 antagonists: 18%; AID2073: 3%; WT yeast gro inh: -2; WT yeast gro inh mutant strain: -13; Autophagy HCS cell loss 18 h: 17; NTR1 agonist cell count 20 µM: 55

Results for COc1ccc(NC(=O)c2cnn(-c3ccccc3)c2C)c(OC)c1 ?
LYP inhibition: -5%; NS5 inhibitors: 4%; RSV antiviral HEp-2: 0.1%; UTI89 phage lysis: -0.6%; NTR1 agonist: -1.0; GPR35 antagonists: 12%; AID2073: 7%; NTR1 agonist cell count 20 µM: 41

Results for O=C(Cn1ncc2c3ccccc3n(Cc3ccccc3F)c2c1=O)NCCN1CCOCC1 ?
LYP inhibition: -11%; NS5 inhibitors: 0%; RSV antiviral HEp-2: -2.1%; UTI89 phage lysis: 0.3%; NTR1 agonist: 0.2; GPR35 antagonists: -5%; AID2073: 3%; NTR1 agonist cell count 20 µM: 59

Filtered by structure: the compounds so far with two or more sulfur atoms
How did Cc1ccc(S(=O)(=O)NC2CCCCC2)c2nsnc12 do in these assays?
Autophagy HCS: inactive; LYP inhibition: -1%; NS5 inhibitors: -7%; RSV antiviral HEp-2: 0.6%; UTI89 phage lysis: 1.9%; NTR1 agonist: 0.4; GPR35 antagonists: 18%; AID2073: -18%; WT yeast gro inh: -8; WT yeast gro inh mutant strain: -15; Autophagy HCS cell loss 18 h: 13; NTR1 agonist cell count 20 µM: 45

How did O=S(=O)(NCc1cn2ccsc2n1)c1cccs1 do in these assays?
Autophagy HCS: inactive; LYP inhibition: -2%; NS5 inhibitors: -3%; RSV antiviral HEp-2: 0.2%; UTI89 phage lysis: 0.9%; NTR1 agonist: -1.6; GPR35 antagonists: 18%; AID2073: 3%; WT yeast gro inh: -2; WT yeast gro inh mutant strain: -13; Autophagy HCS cell loss 18 h: 17; NTR1 agonist cell count 20 µM: 55

Next section:
What do the screens show for `Cc1cccc(C)c1NS(=O)(=O)c1ccc(OCCNS(C)(=O)=O)cc1`?
Autophagy HCS: inactive; LYP inhibition: -9%; RSV antiviral HEp-2: -0.2%; UTI89 phage lysis: 0.3%; NTR1 agonist: -0.1; GPR35 antagonists: -2%; AID2073: -4%; WT yeast gro inh: -15; WT yeast gro inh mutant strain: -1; Autophagy HCS cell loss 18 h: 39; NTR1 agonist cell count 20 µM: 29

Results for COc1ccc(NS(=O)(=O)c2ccc3oc(Nc4ccc5c(c4)OCCO5)nc3c2)cc1 ?
Autophagy HCS: inactive; LYP inhibition: 4%; NS5 inhibitors: -3%; RSV antiviral HEp-2: inconclusive; UTI89 phage lysis: 0.5%; NTR1 agonist: 1.8; GPR35 antagonists: -21%; AID2073: -14%; WT yeast gro inh: 73*; WT yeast gro inh mutant strain: 20*; Autophagy HCS cell loss 18 h: 7; NTR1 agonist cell count 20 µM: 63

Results for CCC(C(=O)Nc1cccnc1)n1c(=O)[nH]c2ccccc2c1=O (centres undefined) ?
LYP inhibition: -5%; NS5 inhibitors: -6%; RSV antiviral HEp-2: 3.8%; UTI89 phage lysis: 0.2%; NTR1 agonist: 4.0; GPR35 antagonists: -4%; AID2073: 6%; NTR1 agonist cell count 20 µM: 77

What do the screens show for `Cc1ccc(/C=C/S(=O)(=O)NCC(=O)OCC(=O)Nc2ccc(C(=O)N(C)C)cc2)cc1`?
NS5 inhibitors: -10%; RSV antiviral HEp-2: 0.0%; UTI89 phage lysis: 1.0%[50 µM]; NTR1 agonist: -1.7; NTR1 agonist cell count 20 µM: 83

How did CC(=O)Nc1ccc(Nc2nnc(-c3ccc(C)c(S(N)(=O)=O)c3)c3ccccc23)cc1 do in these assays?
LYP inhibition: -6%; NS5 inhibitors: -5%; RSV antiviral HEp-2: 3.5%; UTI89 phage lysis: 0.1%; NTR1 agonist: 2.4; GPR35 antagonists: 5%; AID2073: 3%; NTR1 agonist cell count 20 µM: 55

What do the screens show for `N#CCC(=O)Nc1ccc(C(=O)Nc2cccnc2)cc1`?
LYP inhibition: -2%; NS5 inhibitors: -5%; RSV antiviral HEp-2: 2.1%; UTI89 phage lysis: 0.4%; NTR1 agonist: -0.3; GPR35 antagonists: 5%; AID2073: -26%; NTR1 agonist cell count 20 µM: 58

How did Cc1nc2ccccc2c(=O)n1NC(=O)Nc1ccccc1 do in these assays?
Autophagy HCS: inactive; LYP inhibition: -6%; NS5 inhibitors: -12%; RSV antiviral HEp-2: -0.1%; UTI89 phage lysis: 0.2%; NTR1 agonist: -0.6; GPR35 antagonists: -12%; AID2073: 0%; WT yeast gro inh: -1; WT yeast gro inh mutant strain: -2; Autophagy HCS cell loss 18 h: -11; NTR1 agonist cell count 20 µM: 47

How did Cc1c(C(=O)Nc2ccc(F)cc2)c2ccccn2c1CCc1ccncc1 do in these assays?
Autophagy HCS: inactive; LYP inhibition: -4%; NS5 inhibitors: -6%; RSV antiviral HEp-2: 2.9%; UTI89 phage lysis: 0.3%; NTR1 agonist: 1.3; GPR35 antagonists: 9%; AID2073: -9%; WT yeast gro inh: 24; WT yeast gro inh mutant strain: 0; Autophagy HCS cell loss 18 h: 3; NTR1 agonist cell count 20 µM: 76

Results for Clc1ccc(OCc2noc(-c3ccsc3)n2)c(Cl)c1 ?
LYP inhibition: 0%; NS5 inhibitors: 8%; RSV antiviral HEp-2: 2.0%; UTI89 phage lysis: -0.3%; NTR1 agonist: -0.7; GPR35 antagonists: 4%; AID2073: 9%; NTR1 agonist cell count 20 µM: 48

Results for CC(C)(C)N(Cc1ccccc1)C(=O)COc1cccnc1[N+](=O)[O-] ?
LYP inhibition: -8%; NS5 inhibitors: -11%; RSV antiviral HEp-2: -0.8%; UTI89 phage lysis: 0.2%; NTR1 agonist: 1.5; GPR35 antagonists: 6%; AID2073: 2%; NTR1 agonist cell count 20 µM: 83

Results for COc1cccc(C(=O)NCCS(=O)(=O)NCCc2ccc(OC)c(OC)c2)c1 ?
NS5 inhibitors: -1%; RSV antiviral HEp-2: 0.6%; UTI89 phage lysis: -0.5%; NTR1 agonist: -0.1; NTR1 agonist cell count 20 µM: 60

How did CCOc1ccc(NC(=O)CC2SC(=O)N(c3ccccc3)C2=O)cc1 (centres undefined) do in these assays?
Autophagy HCS: inactive; LYP inhibition: 3%; NS5 inhibitors: 0%; RSV antiviral HEp-2: 0.1%; UTI89 phage lysis: 0.6%; NTR1 agonist: 2.6; GPR35 antagonists: 0%; AID2073: -9%; WT yeast gro inh: -3; WT yeast gro inh mutant strain: 19; Autophagy HCS cell loss 18 h: 18; NTR1 agonist cell count 20 µM: 38

Screens: PubChem BioAssay, several laboratories
